CF NFkB block: inhibitors of PAF-induced NF-kB signaling, primary screen, cell-based, GFP fluorescence, uHTS | inhibition, % at 5 µM | KKLEB NF-kB-GFP reporter, GFP fluorescence overnight | AID 588850, 2011 | 360,000 compounds, 0.86% hits;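 active = at least 50% inhibition at 5 µM, scaled per plate between neutral and stimulator controls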;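 note: PAF is a Pseudomonas aeruginosa culture filtrate used as stimulus; plate controls were PAF-stimulated DMSO wells for no effect and unstimulated DMSO wells for full effect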
NR2E3 ag-1: inhibitors of NR2E3-RetCOR corepressor binding, primary screen, NR2E3 agonist project, biochemical, TR-FRET, GST-NR2E3, biotin-RetCOR; 1536-well; inhibition of corepressor binding, % at 4.78 µM; 320,000 compounds, 0.12% hits; AID 2300, 2010;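 active = percent inhibition above the cutoff of mean plus 3 SD of all tested compounds, set per screening campaign, cut at about 20% in these data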;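 note: 0% = DMSO wells and 100% = biotin wells as full block of FRET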
Target sequence (Q9Y5X4 whole entry, looked up): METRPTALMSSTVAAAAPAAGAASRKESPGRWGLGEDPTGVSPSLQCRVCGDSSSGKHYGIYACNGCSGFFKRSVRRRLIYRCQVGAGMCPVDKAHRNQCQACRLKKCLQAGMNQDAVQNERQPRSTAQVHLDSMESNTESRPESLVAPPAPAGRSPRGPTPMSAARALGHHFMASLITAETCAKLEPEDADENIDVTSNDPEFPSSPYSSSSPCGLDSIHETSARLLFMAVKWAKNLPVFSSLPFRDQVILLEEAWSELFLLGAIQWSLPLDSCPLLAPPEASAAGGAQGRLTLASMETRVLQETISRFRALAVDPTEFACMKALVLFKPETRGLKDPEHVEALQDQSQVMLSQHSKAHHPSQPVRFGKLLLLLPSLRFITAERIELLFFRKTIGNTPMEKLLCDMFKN
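Assay system: NR2E3–RetCOR corepressor complex. Quantity: 1.35 nM GST-NR2E3. Buffer or medium: pH 7.5 Tris-based buffer. Reagent: biotinylated RetCOR corepressor at 7 nM final. Schedule: 5 h at 4 °C. Detection: TR-FRET, emission read at 617 and 671 nm. Replicates: one well per compound, singlicate testing.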
Shn3 inh set2: reduction of Shn3 3'UTR firefly luciferase signal, primary screen, Schnurri-3 inhibitor project, cell-based, Clone20 osteoblasts, set 2; Clone20 osteoblast Shn3 3'UTR firefly luciferase, 24 h; inhibition, % at 12.5 µM; 360,000 compounds, 0.52% hits; AID 588674, 2011;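 active = mean inhibition of at least 75% with every replicate also reaching 75%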;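 note: 0% = median of neutral control wells and 100% = pilot-screen positive control compound; some compounds past the cut are filed as inactive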
TRPM1 prom inh: inhibitors of MITF-dependent TRPM1 promoter reporter, primary screen, cell-based, SK-MEL-5, single point, luciferase | SK-MEL-5 TRPM1 promoter luciferase, 24 h | inhibition, % at 12.5 µM | 330,000 compounds, 0.83% hits;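 active = mean inhibition across replicates of 60% or more, whatever share of single replicates reaches that level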; note: values of inactives mirror those of a sister screen read the other way
TWEAK Fn14 block: inhibitors of TWEAK-Fn14 signaling, primary screen, luciferase reporter cells, uHTS; TWEAK-stimulated Fn14 reporter cells, luciferase luminescence, 8 h; inhibition, % at 10 µM; 360,000 compounds, 2% hits; in the data active = inhibition above about 50%
TROY NFkB inh: inhibitors of TROY-driven NF-kB signaling, primary screen, Q293 LMP1-TROYcd cells, NF-kB luciferase, uHTS; 360,000 compounds, 0.98% hits; inhibition, % at 10 µM; AID 1347056, 2019; Q293 LMP1-TROYcd NF-kB luciferase reporter, 4 h;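 active = compounds whose plate-normalised and pattern-corrected inhibition of the luciferase reporter signal at the single screening dose is 50% or more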
NR2E3 ag-2: NR2E3 agonists in two-hybrid cells, primary screen, cell-based, luminescence, CHO-S, Gal4-NCOR/VP16-NR2E3. 360,000 compounds, 0.35% hits. Photoreceptor-specific nuclear receptor (Homo sapiens), Q9Y5X4. luciferase. inhibition of corepressor binding, % at 3.98 µM. AID 602229, 2012;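 active = inhibition above the mean of all tested compounds plus 3 SD, cut at about 70% in these data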;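 note: 0% = DMSO with NR2E3 transfected cells and 100% = cells lacking NR2E3 construct; higher means lower luciferase signal from less NR2E3 corepressor binding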
C8 TRAIL sens: viability loss with TRAIL in NB7+C8 cells, primary screen, TRAIL sensitizer project, cell-based, ATPlite luminescence; AID 624354, 2012; 360,000 compounds, 1% hits; inhibition (viability loss, TRAIL sensitization), % at 10 µM;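 active = compounds causing at least 50% loss of cell viability in the single-dose screen, relative to plate controls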
HIF-2a block: HIF-2a reporter inhibitors, primary screen, luminescence, 786-0 RCC cells; 786-0 RCC cells HIF-2a reporter, luciferase luminescence, overnight; inhibition, % at 18.8 µM; 360,000 compounds, 0.72% hits; AID 624352, 2012;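 active = inhibition of the luminescence signal of 40% or more relative to plate controls, in a single-dose primary screen at 18.75 µM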
Peg3 promoter: Peg3 promoter-driven luciferase inhibitors, primary screen, cell-based, HeLa, luciferase luminescence. HeLa PEG-Prom luciferase reporter, overnight. inhibition, % at 20 µM. 360,000 compounds, 1.7% hits. AID 588405, 2011;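 active = inhibition of at least 50% at 20 µM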
KKLEB tox: cytotoxicity in KKLEB CF airway cells, primary screen, cytotoxicity control for CF NF-kB inhibitor project, cell-based, uHTS, fluorescence assay plates; KKLEB CF airway cells viability, ATPlite luminescence, overnight; hits give low values; cells stimulated with P. aeruginosa culture filtrate; activity change (cytotoxicity), % at 5 µM; 360,000 compounds, 0.36% hits;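 active = corrected activity change at or below -50% at 5 µM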
* = called active by the depositor; . = not tested or not shown. This is a subset. The share of hits here may be higher or lower than overall.

Molecule,CF NFkB block,NR2E3 ag-1,Shn3 inh set2,TRPM1 prom inh,TWEAK Fn14 block,TROY NFkB inh,NR2E3 ag-2,C8 TRAIL sens,HIF-2a block,Peg3 promoter,KKLEB tox
COc1cc(C2CC(=O)N(c3ccc(C)cc3)C(=O)C2)cc(OC)c1OC,-5,-1,4,32,21,7,4,11,11,29,0
O=C1COc2ccc(S(=O)(=O)Nc3ccc4c(c3)OCO4)cc2N1,-5,2,18,-1,6,-7,-30,0,8,11,-9
COCc1cc(C)nc(SCc2ccc(F)cc2)c1C#N,-1,-1,11,-6,0,-11,-3,3,-19,-13,4
CCCCCCOC(=O)C(C#N)c1nc2ccccc2nc1N1CCN(C)CC1 (configuration not stated),-12,-3,-5,-4,16,10,-35,-1,22,25,-15
COc1ccc(-c2nn3c(-c4ccco4)nnc3s2)cc1OC,16,-5,-11,-31,-34,-29,-1,4,-19,-7,-27
CCOC(=O)C(C(=O)OCC)C(Nc1ccccc1)c1ccccc1 (configuration not stated),24,4,-24,-7,8,-5,-21,-1,20,13,2
O=C(COC(=O)c1ccc(F)c(S(=O)(=O)N2CCOCC2)c1)NCc1ccc(F)cc1,-2,.,2,3,12,9,-33,-8,-6,-5,-4
Cc1nonc1CC(=O)NC1CCCc2c1cnn2-c1ccc(F)cc1F (configuration not stated),10,1,-2,9,-1,-6,1,-22,-17,-32,-5

Next entries:
Molecule,CF NFkB block,NR2E3 ag-1,Shn3 inh set2,TRPM1 prom inh,TWEAK Fn14 block,TROY NFkB inh,NR2E3 ag-2,C8 TRAIL sens,HIF-2a block,Peg3 promoter,KKLEB tox
CCN(CC)C(=O)CSc1nnc2sc3ccccc3n12,2,3,7,3,-3,-7,-9,-1,-16,-16,5
COc1cccc(NC(=O)NCC2CCN(Cc3ccc(F)cc3)CC2)c1,-7,2,7,-17,5,-3,2,-18,17,12,5
CS(=O)(=O)c1ccc(N)cc1,-5,6,6,0,-11,7,-7,5,0,-2,5
CS(=O)(=O)N(CC(=O)NCC1CCCO1)c1cc(Cl)cc(Cl)c1 (configuration not stated),10,-1,-1,2,-10,6,-8,9,11,18,11
O=c1oc2ccc(Br)cc2cc1S(=O)(=O)c1ccc(F)cc1,58*,7,-7,9,91*,17,18,2,-21,50*,-7
CCN(CC)CCNC(=S)Nc1ccc2nc(N3CCN(C)CC3)cc(C)c2c1,2,-2,-3,-27,1,-5,-21,-8,12,2,-1
N#CCCn1cc(/C=N/NC(N)=S)c(-c2ccccc2)n1,0,0,14,3,18,-5,-16,-4,9,18,7
Cc1cccn2c(=O)c(C(=O)NC3CC(C)CC(C)(C)C3)c(O)nc12 (configuration not stated),-21,2,56,39,13,11,-4,-17,25,20,-3

(list continues)
Molecule,CF NFkB block,NR2E3 ag-1,Shn3 inh set2,TRPM1 prom inh,TWEAK Fn14 block,TROY NFkB inh,NR2E3 ag-2,C8 TRAIL sens,HIF-2a block,Peg3 promoter,KKLEB tox
COc1ccc(CCNC(=O)C2CCC(=O)N2CCc2ccccc2)cc1OC (configuration not stated),-22,1,-46,5,-17,0,-14,-17,4,11,6
CCOC(=O)c1ccc(NC(=O)N2CCN(Cc3cccc(F)c3)CC2)cc1,-17,0,10,-4,-19,2,-29,3,-5,0,0
CN(C)S(=O)(=O)c1ccc(C(=O)OCC2COC(C)(C)O2)cc1 (configuration not stated),5,2,-1,1,-1,11,-11,-10,18,3,12
Cc1nc(Cl)sc1C(=O)Nc1cc(F)cc(F)c1,-19,1,-2,-10,-4,0,0,-2,0,-12,-2
O=C(CN1CCN(S(=O)(=O)c2cccc(Br)c2)CC1)NCCc1cccs1,21,0,3,-9,5,-9,23,1,-3,10,0
O=C(COC(=O)c1cc[n+]([O-])cc1)NCCc1ccc(Cl)cc1Cl,-9,-4,-1,-4,0,-4,-12,-3,-1,9,10
O=C(/C=C/c1ccccc1)OCC(=O)c1ccc[nH]1,-3,2,-26,-46,-35,-40,3,-6,-132,-231,5
CN(C)S(=O)(=O)c1ccc(C(=O)NCc2nnc(SCC(=O)c3ccccc3)o2)cc1,11,-1,1,3,-8,-18,21,-1,-6,7,6

The results go on.
Molecule,CF NFkB block,NR2E3 ag-1,Shn3 inh set2,TRPM1 prom inh,TWEAK Fn14 block,TROY NFkB inh,NR2E3 ag-2,C8 TRAIL sens,HIF-2a block,Peg3 promoter,KKLEB tox
Cc1nn(C(C)C(=O)NCC2CCCO2)c(=O)c2c1sc1ccccc12 (configuration not stated),-4,-2,-14,-5,-6,4,20,-3,14,2,-4
Cc1nn(CC(N)=O)c(=O)c2ccccc12,-22,3,-10,6,-14,-11,-19,-2,8,3,5
CCOC(=O)N1CCN(C(=O)C(=O)Nc2sc3c(c2C(=O)O)CC(C)(C)OC3)CC1,-3,-3,-25,-1,7,9,-22,-12,11,-20,-1
CCOc1c(Cl)cnn(-c2ccc(C)cc2)c1=O,-14,1,-12,1,-15,-9,-6,-2,-27,-60,0
CCOc1ccc2[nH]c(=O)c(CN(CCN3CCCC3)C(=S)Nc3ccccc3OCC)cc2c1,-8,-2,-10,58,-15,10,-16,0,12,-7,-6
CCOC(=O)CSc1ncc(-c2ccccc2)nn1,6,-1,-1,3,3,-39,30,-9,10,14,11
COc1ccc(-c2cc(C(F)(F)F)n3ncc(C(=O)NCC4CCCO4)c3n2)cc1OC (configuration not stated),9,2,16,5,18,15,7,-19,4,22,-16
O=C(CCCCCn1nnc2ccccc2c1=O)Nc1ccccc1F,11,1,8,-13,1,-14,-3,16,3,7,-16

Further entries
Molecule,CF NFkB block,NR2E3 ag-1,Shn3 inh set2,TRPM1 prom inh,TWEAK Fn14 block,TROY NFkB inh,NR2E3 ag-2,C8 TRAIL sens,HIF-2a block,Peg3 promoter,KKLEB tox
O=C(C(=Cc1ccc(F)cc1)C(=O)c1ccccc1)c1ccccc1,37,.,0,.,78*,-56,-61,20,85*,100*,-7
COc1ccc(C(c2nnnn2C(C)C)N2CCN(C(=O)c3ccco3)CC2)cc1 (configuration not stated),3,0,8,-8,31,-6,-5,-7,4,2,7
COc1ccc(-c2cn3cccnc3n2)cc1NC(=O)C1CC1,-2,0,-9,1,-11,3,-1,-23,24,10,-6
Cc1ccc(S(=O)(=O)NCC(=O)N(CC2CCCO2)C(C(=O)NC2CCCC2)C(C)C)cc1 (configuration not stated),0,-1,2,12,-1,6,-7,-14,15,18,0
O=C(CC[C@H]1O[C@@H](n2cnc3c(NC(=O)c4ccccc4)ncnc32)[C@H](O)[C@@H]1O)NCC1CCCO1 (some centres not stated),-33,.,-8,.,10,-8,0,10,0,-3,-1
Clc1ccc(-c2csc(N/N=C/c3ccco3)n2)cc1,-14,1,-55,-33,2,-5,6,-1,-282,-230,12
NC(Cc1ccc(C(F)(F)F)cc1)c1csc(NC(=O)NCCc2ccccc2)n1 (configuration not stated),36,.,52,.,-5,4,21,45,3,109*,-32
COc1ccccc1NC(=O)CN1C(=O)C(C)Oc2ccccc21 (configuration not stated),-26,0,2,4,9,-4,14,-8,-7,10,8

Other results.
Molecule,CF NFkB block,NR2E3 ag-1,Shn3 inh set2,TRPM1 prom inh,TWEAK Fn14 block,TROY NFkB inh,NR2E3 ag-2,C8 TRAIL sens,HIF-2a block,Peg3 promoter,KKLEB tox
CN1C[C@@H]2[C@@H]3C(=O)N(Cc4ccccc4)C(=O)[C@@H]3[C@](C)(C1=O)N2C(=O)c1ccc(C(F)(F)F)cc1,-11,.,14,12,2,-13,7,-8,8,3,-3
COc1ccccc1NS(=O)(=O)c1ccc(O)c(C(=O)OCc2cccc([N+](=O)[O-])c2)c1,17,1,-3,8,12,29,3,-6,22,23,-14
CCOc1ccccc1NC(=O)C1COc2ccccc2O1 (configuration not stated),1,.,-13,-6,-2,-21,4,2,-21,-3,-9
CCCNS(=O)(=O)c1ccc(CCC(=O)N2CCN(CC)CC2)cc1,13,-1,-4,-6,-20,-6,15,-12,7,3,-4
CCS(=O)(=O)N1CCC(NC(=O)C(Cc2ccc(OC)c(OC)c2)NC(C)=O)CC1 (configuration not stated),6,0,-14,-16,1,7,-19,13,18,14,-1
COc1ccccc1N1CCN(c2nc(-c3ccccc3)cc(C(F)(F)F)n2)CC1,31,1,12,3,15,-2,15,-3,16,14,-19
C=C1c2nc3ccccc3n2C=C(c2ccc(C)cc2)N1c1ccccc1,-14,.,-12,-1,-22,-41,-56,18,-53,-10,8
CCCCC(=O)NC(=S)NNC(=O)CCc1ccccc1,-19,-5,20,8,-11,-8,-7,7,9,16,7
O=C(Nc1ccc(-c2nc3cccnc3s2)cc1)C1CCCO1 (configuration not stated),27,1,83,.,99*,60*,-192,-5,58*,50,-18
COc1ccc(CCNS(=O)(=O)c2ccc(C(=O)NCc3ccco3)cc2)cc1OC,-6,3,20,7,3,-12,-2,10,-4,-6,6

3 compounds drawn at random from the list so far:
Molecule,CF NFkB block,NR2E3 ag-1,Shn3 inh set2,TRPM1 prom inh,TWEAK Fn14 block,TROY NFkB inh,NR2E3 ag-2,C8 TRAIL sens,HIF-2a block,Peg3 promoter,KKLEB tox
C=C1c2nc3ccccc3n2C=C(c2ccc(C)cc2)N1c1ccccc1,-14,.,-12,-1,-22,-41,-56,18,-53,-10,8
COc1ccc(-c2cn3cccnc3n2)cc1NC(=O)C1CC1,-2,0,-9,1,-11,3,-1,-23,24,10,-6
O=C(CN1CCN(S(=O)(=O)c2cccc(Br)c2)CC1)NCCc1cccs1,21,0,3,-9,5,-9,23,1,-3,10,0
